Vif-APOBEC3G blk: qHTS for Inhibitors of Vif-A3G Interactions: qHTS; DNA dC->dU-editing enzyme APOBEC-3G (Homo sapiens), Q9HC16; HeLa A3G-eYFP + Vif (tagged APOBEC3G with the HIV-1 protein that degrades it), YFP fluorescence, overnight; Potency, µM (series often up to 46.1 µM), for the others: at the highest dose activity, negative = active, actives largely listed as inhibitors; hit rate 0.076% among 410,000; AID 602310, 2012;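 also: potency is read from the fitted curve at half-maximal effect; % is scaled to controls: 0 for no effect and ±100 for the full control effect; nearly all actives have a fitted effect of over 60% in size; hits raise eYFP signal because A3G escapes Vif-driven loss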
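HeLa cells stably expressing Vif and C-terminally eYFP-tagged A3G, seeded overnight at 37 deg C, then exposed to compound by pintool overnight at 37 deg C. Rise in yellow fluorescence (Ex 488/Em 500-530, Acumen) marks blocked Vif-driven A3G degradation.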
TrxR1 substrate: qHTS Assay for Substrates of Mammalian Selenoprotein Thioredoxin Reductase 1 (TrxR1): qHTS; hit rate 0.01% among 390,000; purified TrxR1 substrate turnover, NADPH consumption readout; Potency, µM (titrated, usually from 114 µM), for inactives: at the highest dose activity change, negative = substrate turnover; AID 588456, 2011; Thioredoxin reductase 1, cytoplasmic (Rattus norvegicus), O89049; also: potency is read from the fitted curve at half-maximal effect; % is scaled to controls: 0 for no effect and ±100 for the full control effect; nearly all actives have a fitted effect of over 50% in size
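Rat TrxR1, dispensed at 90 nM, was prereduced with 400 uM NADPH (final) for 5 min at ~22 deg C, then incubated with compound 15 min before 400 uM selenite. A first-read NADPH fluorescence drop versus no-compound background flagged substrates.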
IDH1 R132H inh: qHTS for Inhibitors of mutant isocitrate dehydrogenase 1 (IDH1): qHTS. Isocitrate dehydrogenase [NADP] cytoplasmic (Homo sapiens), O75874. IDH1-R132H enzyme, NADPH consumption, diaphorase/resazurin fluorescence. Potency, µM (highest dose often 76.6 µM), inactives show at the top dose activity change, negative = inhibition, actives largely listed as inhibitors. hit rate 0.093% among 390,000; also: potency is read from the fitted curve at half-maximal effect; % is scaled to controls: 0 for no effect and ±100 for the full control effect; nearly all actives have a fitted effect of over 65% in size
Target sequence (O75874 whole entry R132H, stated change not applied): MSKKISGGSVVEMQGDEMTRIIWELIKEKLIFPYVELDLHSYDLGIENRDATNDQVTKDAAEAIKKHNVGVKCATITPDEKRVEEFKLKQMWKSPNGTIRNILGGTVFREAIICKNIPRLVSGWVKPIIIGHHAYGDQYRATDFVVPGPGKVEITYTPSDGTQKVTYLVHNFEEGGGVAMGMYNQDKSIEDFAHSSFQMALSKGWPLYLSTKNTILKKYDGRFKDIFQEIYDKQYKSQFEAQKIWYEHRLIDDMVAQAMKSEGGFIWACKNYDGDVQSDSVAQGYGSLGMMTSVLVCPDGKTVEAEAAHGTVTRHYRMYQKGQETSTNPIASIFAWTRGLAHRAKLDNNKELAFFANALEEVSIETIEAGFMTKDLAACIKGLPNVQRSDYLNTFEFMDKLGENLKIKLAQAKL
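IDH1-R132H (0.5 ug/mL dispensed) in pH 7.5 Tris buffer was preincubated 30 min with compound, then given a substrate mix of 0.016 mM NADPH and 2 mM alpha-KG for 80 min at room temperature; remaining NADPH was read by diaphorase/resazurin fluorescence.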
LDHA block: qHTS assay for inhibitors of human lactate dehydrogenase; AID 1347041, 2019; hit rate 0.15% among 480,000; L-lactate dehydrogenase A chain (Homo sapiens), P00338; activity change, % (values are at about 110 or 230 µM); purified LDHA, NADH/diaphorase-resazurin fluorescence; hits give low values; in the data active = activity change below about -30%; inconclusive = mostly about -25% to -30%;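 also: plate controls were DMSO wells for no effect and wells without enzyme for full effect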
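LDH5 2 nM; NADH 0.06 mM, pyruvate 0.2 mM; 200 mM Tris pH 7.4, EDTA, Tween-20; 5 min RT. Detection: diaphorase 0.133 mg/mL + resazurin 37 µM, fluorescence ex540/em590 at 0 and 20 min; normalized to enzyme-free and DMSO wells.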
USP1-UAF1 inh: Inhibitors of USP1/UAF1: Primary Screen. Ubiquitin carboxyl-terminal hydrolase 1 (Homo sapiens), O94782. recombinant USP1/UAF1, Ub-Rhodamine cleavage fluorescence. Potency, µM (highest dose often 57.1 µM), inactives show at the highest dose activity change, negative = inhibition, most hits filed as inhibitors. hit rate 0.23% among 390,000. AID 743255, 2014; also: potency is read from the fitted curve at half-maximal effect; % is scaled to controls: 0 for no effect and ±100 for the full control effect; nearly all actives have a fitted effect of over 60% in size; inactives centre near -12
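Step one: compound is pinned into 1nM USP1/UAF1 in HEPES pH 7.8 buffer with TCEP. Step two: 15 min room-temperature incubation. Step three: Ub-Rho (150nM final) starts cleavage, tracked by fluorescence over six one-minute reads.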
Vif-A3F inh: qHTS for Inhibitors of Vif-A3F Interactions: qHTS; HeLa A3F-eYFP + Vif (tagged APOBEC3F with the HIV-1 protein that degrades it), YFP fluorescence increase; Potency, µM (highest dose often 46.1 µM), without a hit: at the highest dose activity, negative = active; hit rate 0.2% among 390,000; AID 602313, 2012; also: potency is read from the fitted curve at half-maximal effect; % of control where 0% means no effect; nearly all actives have a fitted effect of over 65% in size
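HeLa cells stably expressing A3F-eYFP plus Vif, plated and incubated overnight at 37 deg C, then exposed to compounds overnight at 37 deg C. Blocked degradation read as raised yellow fluorescence (Ex 488/Em 500-530).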
PI4K2A block: qHTS for small molecular inhibitors of PI4K2A | Phosphatidylinositol 4-kinase type 2-alpha (Homo sapiens), Q9BTU6 | purified PI4K2A, ADP-Glo luminescence, 1 h; hits give low values | activity change, negative = inhibition, % at 76.9 µM | hit rate 0.13% among 420,000 | AID 1346378, 2018; in the data active = activity change below about -50%; inconclusive = mostly about -30% to -49%;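 also: -100% = wells without enzyme as full effect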
Target sequence (Q9BTU6 whole entry, looked up): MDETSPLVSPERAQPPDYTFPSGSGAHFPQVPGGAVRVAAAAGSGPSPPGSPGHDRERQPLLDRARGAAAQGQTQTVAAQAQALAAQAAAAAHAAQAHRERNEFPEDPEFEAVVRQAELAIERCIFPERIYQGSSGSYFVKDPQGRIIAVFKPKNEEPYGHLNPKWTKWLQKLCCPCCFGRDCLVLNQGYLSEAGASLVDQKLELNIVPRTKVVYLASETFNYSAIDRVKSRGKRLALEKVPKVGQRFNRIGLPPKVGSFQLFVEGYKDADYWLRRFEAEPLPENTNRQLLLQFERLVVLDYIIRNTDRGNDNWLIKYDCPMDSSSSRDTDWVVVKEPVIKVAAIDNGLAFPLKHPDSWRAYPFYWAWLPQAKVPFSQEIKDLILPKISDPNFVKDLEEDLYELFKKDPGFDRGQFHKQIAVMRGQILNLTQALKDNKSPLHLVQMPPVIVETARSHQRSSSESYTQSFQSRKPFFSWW
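ADP-Glo luminescence measured ADP generated by PI4K2A enzyme (4 ug/mL before mixing) with 1.2 mM PI substrate (pre-mix) and 300 microM ATP (pre-mix). Tris pH7.5 buffer with MgCl2, Triton X-100; 1 h reaction at ambient temperature.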
RXFP1 agonist: qHTS Assay for Agonists of the Relaxin Receptor RXFP1; Relaxin receptor 1 (Homo sapiens), Q9HBX9; HEK293T-RXFP1 cAMP TR-FRET, 30 min; response scale: percent of porcine relaxin response, buffer zero; Potency, µM (top dose mostly 57.5 µM), for inactives: top-dose activation, most hits filed as activators; hit rate 0.3% among 370,000; also: potency is read from the fitted curve at half-maximal effect; % is scaled to controls: 0 for no effect and ±100 for the full control effect; nearly all actives have a fitted effect of over 60% in size; many of its hits are not listed in these tables
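HEK293T cells stably expressing RXFP1 were pretreated with the PDE4 inhibitor Ro 20174, exposed to compounds for 30 min at 37C, lysed, and cAMP was read by TR-FRET. Data normalized to buffer (basal) and 29 nM porcine relaxin (100%).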
GRP78 ERSR act: qHTS for Inducers of the Endoplasmic Reticulum Stress Response (ERSR) in Human Glioma: qHTS; U87-MG GRP78 promoter luciferase reporter, 16 h; hit rate 0.02% among 420,000; Potency, µM, for the others: at the highest dose activation, most hits filed as activators; AID 602332, 2012; also: potency is read from the fitted curve at half-maximal effect; series mostly up to about 76 µM; % of control where 0% means no effect; nearly all actives have a fitted effect of over 35% in size
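Stably transfected U87-MG glioma cells carrying a GRP78-based luciferase sensor; 16 h compound incubation. Luminescence end-point read 10 min after Bright-Glo addition at room temperature.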
Active calls of the source: *; ? = inconclusive; nt = no result given; [ ] = remark or other dose. Unless noted, calls follow the shape of the dose curve; as a rule, active = well fitted curve in the direction sought with a large enough effect; inconclusive = small, poorly fitted or top-dose-only effect, or another doubt; inactive = no such curve, though single readings can be large; an effect the other way counts as inactive or inconclusive. This is a subset (hit frequency here may not be typical).

SMILES	Vif-APOBEC3G blk	TrxR1 substrate	IDH1 R132H inh	LDHA block	USP1-UAF1 inh	Vif-A3F inh	PI4K2A block	RXFP1 agonist	GRP78 ERSR act
CCOC(=O)N1CCN(C(=O)CN(c2ccc(OC)cc2)S(C)(=O)=O)CC1	2%	5%[0.457 µM]	2%	-1	-5%	-2%	-2	-1.5%	-3%
COc1cc(C(=O)NNC(=S)NC(=O)c2ccccc2C)cc(OC)c1OC	1%	2%[11.4 µM]	1%	2	-19%	-2%	-1	0.8%	0%
O=C(c1cc2ccccc2o1)N1CC=C(c2ccccc2)CC1	-10%	2%	11%	0	-12%	5%	4	4.3%	-4%
O=[N+]([O-])c1ccc(NN=Cc2ccccc2O)nc1	?	10%[57.1 µM]	6%	-2	-18%	?	0	nt	4%
O=C(CN1CCN(S(=O)(=O)c2ccc3ccccc3c2)CC1)N1CCc2ccccc2C1	5%	0%	7%	-2	-18%	-11%	4	-0.2%	-5%
CC(=O)Nc1ccc(N/C=C/C(=O)c2ccc(Br)cc2)cc1	-8%	1%	-1%	-7	-11%	6%	9	-0.2%	5%
CC(OC(=O)C(NC(=O)c1ccco1)C(C)C)C(=O)Nc1ncc(Cl)cc1Cl (configuration not stated)	0%	-5%	1%	1	-15%	nt	7	-0.4%	-3%
Cc1cc(C(=O)Nc2cccc(O)c2)co1	2%	-7%	13%	-6	-16%	-1%	6	2.9%	9%
COc1cccc(CN2CCNC(=O)C2CC(=O)N(C)CC2CCOCC2)c1OC (configuration not stated)	9%	3%	-5%	4	-11%	3%	4	2.7%	1%
O=C1CSC2(C(=O)N(Cc3ccccc3)c3ccccc32)N1c1cccc(F)c1 (configuration not stated)	-1%	-2%	-11%	0	?	4%	-1	-0.3%	-3%
CN(C)c1ccc(-c2ccnc3c2CC(C)(C(=O)NCCC(F)(F)F)O3)cc1 (configuration not stated)	-17%	nt	nt	2	nt	nt	-3	nt	-3%
CCc1nc2c(OCCOc3ccc(F)cc3)cccn2c1N(C)C(=O)CC(C)C	-1%	nt	nt	2	nt	nt	0	nt	2%
O=C(NCC(c1cccnc1)N1CCN(c2ccccc2F)CC1)C1CCCCC1 (configuration not stated)	-4%	-4%	4%	-3	-16%	nt	12	0.0%	-4%
CCCCC1C2=C(CCCC2=O)OC2=C1C(=O)CCC2	1%	-3%	-1%	-5	-17%	0%	4	-0.3%	-1%
CCCc1cnc(N2CCN(C(=O)c3ccc(F)cc3)CC2)nc1	5%	3%	-1%	-1	-3%	-6%	1	-2.1%	0%
COCC(COS(N)(=O)=O)C(C)C (configuration not stated)	5%	0%[57.1 µM]	-5%	-3	-16%	7%	3	-1.4%	-6%
O=C(COc1ccccc1Cl)NCc1ccco1	1%	10%[0.457 µM]	-2%	-5	-2%	-7%	-7	-0.2%	-3%
CCOc1ccc(-n2c(SCC(=O)N3CCC(C)CC3)nc3c([nH]c4ccccc43)c2=O)cc1	6%	0%[57.1 µM]	-2%	-9	-11%	5%	-7	-2.0%	-4%
Cc1ccc(S(=O)(=O)N(C)CC(=O)NCC(c2ccc(F)cc2)N2CCOCC2)cc1 (configuration not stated)	-4%	3%	2%	-1	-15%	1%	0	-0.4%	-5%
Cc1c(C)c2ccc(OCC(=O)N3CCN(c4ccccc4)CC3)cc2oc1=O	0%	10%	6%	-1	-17%	1%	-2	4.9%	0%
CN(CCN1CCOCC1)Cc1nc(-c2cccs2)no1	0%	4%	1%	-8	-21%	0%	10	1.9%	-1%
CCCCCCn1cnc2c(oc3nc4c(cc32)CCCC4)c1=O	0%	-2%	-3%	3	6%	-14%	-2	0.5%	10%
O=C(Nc1ccc(Cl)c([N+](=O)[O-])c1)C(Sc1ccccc1)c1ccccc1 (configuration not stated)	-5%	1%[57.1 µM]	-10%	-8	-15%	-20%	4	0.4%	-1%
CCOn1c(=O)c(-c2ccc(OC)c(OC)c2)[n+]([O-])c2ccccc21	0%	-13%	4%	4	-9%	-4%	2	1.1%	-3%
O=C(NCc1ccccc1)c1ccc(C(=O)NCc2ccccc2)cc1	-1%	-7%	-1%	-11	-15%	-2%	-5	nt	-4%

Next section:
SMILES	Vif-APOBEC3G blk	TrxR1 substrate	IDH1 R132H inh	LDHA block	USP1-UAF1 inh	Vif-A3F inh	PI4K2A block	RXFP1 agonist	GRP78 ERSR act
Cc1ccc(-n2c(SCC(=O)N/N=C/c3ccc(C)s3)nnc2-c2ccccc2)cc1	1%	-11%	-11%	-4	-18%	2%	3	-0.3%	1%
O=C(NCc1ccncc1)Nc1ccc(F)cc1	1%	4%	-1%	-5	1%	1%	-2	-0.2%	-4%
CCOc1ccc(CCNC(=O)C2(c3ccccc3)CC2)cc1OCC	-1%	-3%	7%	-9	-5%	-4%	-5	3.7%	-1%
COc1ccccc1N1CCN(C(=O)c2cc(=O)c3c(C)cc(C)cc3o2)CC1	0%	-2%	4%	-2	-22%	-27%	4	-2.0%	-4%
c1ccc(-c2cn3ccccc3n2)cc1	0%	63%[activator]	-4%	-9	5%	-3%	-13	nt	-8%
COCCN(C(=O)C(C)C)c1nnc(-c2ccc(C(C)(C)C)cc2)s1	1%	-4%[57.1 µM]	5%	-2	-25%	?	1	-0.2%	0%
Cc1ccc(N2C(=O)CSC23C(=O)N(Cc2ccccc2F)c2ccccc23)cc1F (configuration not stated)	1%	-5%	-17%	1	?	-5%	3	0.8%	-2%
CC1CCC(NC(=O)CCS(=O)(=O)c2ccc3c(c2)NC(=O)CO3)CC1 (configuration not stated)	3%	3%[57.1 µM]	-4%	-4	-16%	-2%	0	2.5%	0%
CCC(C)Sc1nc(O)cc(=O)[nH]1 (configuration not stated)	-1%	0%[57.1 µM]	-1%	4	-2%	9%	2	1.0%	-2%
CCOc1ccc(-c2noc(-c3cccnc3)n2)cc1OCC	-5%	6%	-1%	-2	-20%	-5%	5	3.0%	1%
O=[N+]([O-])c1ccc2[nH]nc(-c3ccccc3)c2c1	-5%	-2%[11.4 µM]	7%	0	-13%	6%	0	0.6%	0%
CC(CNC(=O)c1ccc(Nc2nc3ccccc3n3nnnc23)cc1)c1ccccc1 (configuration not stated)	1%	37%[activator]	-2%	1	-26%	-13%	-3	21%	-1%
O=C(NCCOC12CC3CC(CC(C3)C1)C2)c1cccc(Br)c1	1%	-2%	2%	-6	-8%	1%	4	1.3%	6%
O=C(COc1ccc(S(=O)(=O)NCc2ccccc2)cc1)NCc1cccnc1	0%	-18%[57.1 µM]	6%	-3	-12%	4%	6	0.3%	-4%
CCN(CC)c1ccc2cc(C(=O)c3cccs3)c(=O)oc2c1	?	nt	nt	-1	nt	nt	-4	nt	-3%
Cc1ccc(-c2ccc(CCC(=O)O)n2CC(=O)O)cc1	-4%	37%[activator]	4%	-4	-25%	-5%	-2	0.0%	-7%
O=C(CN1CCN(c2ncccn2)CC1)N1CCc2ccccc21	-7%	-2%	-10%	1	-11%	-8%	-5	-0.4%	7%
Cc1cc(C(=O)NCc2ccccc2)no1	2%	10%	8%	1	-15%	-23%	3	-2.8%	-1%
COc1cccc(OC)c1OCCCNC1CCCC1	7%	-7%[11.4 µM]	8%	-15	6%	5%	1	0.0%	-3%
C/C(=N\NC(=O)c1cccc(S(=O)(=O)Nc2ccccc2Cl)c1)c1ccc(-n2ccnc2)cc1	-5%	-6%[57.1 µM]	-11%	-2	-1%	-9%	-4	0.8%	-9%
O=C(CN1C(=O)C2CC=CCC2C1=O)NCC(=O)Nc1ccc(F)c(F)c1F (configuration not stated)	4%	0%	-2%	-6	-22%	0%	4	2.0%	-4%
CCN(CC)c1ccc(NC(=O)c2ccc(Cl)nc2)cc1	?	-1%	3%	3	-15%	nt	-5	-0.6%	-2%
Cc1ccc(NC(=O)C/C(N)=N/OC(=O)Nc2ccc(C)c(Cl)c2)cc1	-5%	3%	-1%	-4	-15%	-2%	-2	0.0%	7%
O=C(Nc1ccc(S(=O)(=O)N2CCCCC2c2cccnc2)cc1)c1ccc(Br)cc1 (configuration not stated)	-12%	2%[57.1 µM]	19%	0	-15%	-2%	-1	3.3%	-6%
C[C@H]1CN=C(N(C)C)N1CCC1CCCCC1	1%	8%[57.1 µM]	-1%	-14	-30%	-1%	-2	0.0%	2%
COc1ccccc1NC(=O)c1ccc(NC(=O)c2ccc(=O)[nH]c2)cc1	-6%	5%	2%	3	-11%	-6%	-5	0.3%	-4%

Bioassay records deposited in PubChem BioAssay by National Center for Advancing Translational Sciences (NCATS).
